Screening results as filed in PubChem.
Mdm2 MdmX PPI – disrupts the human Mdm2-MdmX interaction. hit rate 3% among 330,000. inhibition, % at 8 µM. SaOS-2 split-luciferase Mdm2/MdmX complementation, luminescence. O15151+Q00987;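 active = inhibition of at least 50% at 8 µM in the primary screen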
tim23-1 inh – growth inhibitors of tim23-1 mutant yeast; S. cerevisiae tim23-1 growth, BacTiter-Glo luminescence, 24 h; hit rate 1.3% among 330,000; inhibition, % at 20 µM;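 active = growth inhibition of the mutant yeast at or above 50%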;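 also: temperature-sensitive mutant grown at 25 °C; plate controls were DMSO-treated mutant yeast for no effect and medium wells lacking yeast for full effect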
TIM10 inh – inhibits growth of TIM10 yeast strain. S. cerevisiae TIM10 strain growth, BacTiter-Glo luminescence, 24 h. inhibition, % at 10 µM. hit rate 1.4% among 330,000. AID 463195;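 active = inhibition of 40% or more at the single tested concentration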;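 also: wild-type TIM10 isogenic control strain grown at permissive 25 °C; 0% = DMSO yeast wells and 100% = minimal medium wells without yeast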
tim10-1 inh – growth inhibitors of tim10-1 mutant yeast | S. cerevisiae tim10-1 ts strain growth, BacTiter-Glo, 24 h | inhibition, % at 20 µM | hit rate 2.2% among 330,000;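 active = inhibition of at least 40%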;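 also: mutant grown at 25 °C; 0% = DMSO wells with yeast and 100% = wells holding no yeast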
APJ ag – agonists of human APJ apelin receptor | CHO-K1 APJ PathHunter beta-arrestin, luminescence; 0% DMSO wells, 100% apelin | activation, % at 20 µM | hit rate 0.11% among 330,000;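 active = activation more than six SD over the plate average, tested at 20 µM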;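 also: 0% = DMSO alone and 100% = apelin-13 at 10 nM; some results filed as inactive read as strong as hits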
Target sequence (P35414 whole entry, looked up): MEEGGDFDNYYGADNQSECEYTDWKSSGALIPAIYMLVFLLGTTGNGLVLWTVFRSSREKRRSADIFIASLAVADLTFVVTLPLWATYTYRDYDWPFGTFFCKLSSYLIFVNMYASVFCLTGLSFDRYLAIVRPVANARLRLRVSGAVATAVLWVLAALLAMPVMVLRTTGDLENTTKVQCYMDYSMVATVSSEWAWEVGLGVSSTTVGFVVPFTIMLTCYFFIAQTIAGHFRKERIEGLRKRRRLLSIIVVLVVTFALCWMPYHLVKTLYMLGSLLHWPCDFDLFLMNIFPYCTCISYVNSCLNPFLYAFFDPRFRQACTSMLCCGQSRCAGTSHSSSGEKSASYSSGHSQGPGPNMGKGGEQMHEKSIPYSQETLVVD
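Material: engineered CHO-K1 APJ arrestin reporter cells; amount: 1000 CHO-K1 reporter cells seeded per well; incubation: compound stimulation 90 min at 25 °C, detection 60 min; signal: luminescent beta-gal fragment complementation, chemiluminescent substrate; read-out basis: APJ agonist activity; controls: DMSO-only wells as negative, 10 nM Apelin-13 as positive control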
CHOP UPR activ – apoptotic UPR (CHOP) activation. CHO-CHOP luciferase reporter, luminescence; percent of tunicamycin response over DMSO baseline. activation, % at 10 µM. hit rate 0.34% among 330,000;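 active = at 10 µM dose, activation of 40% or more, normalized to positive control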;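 also: 100% = tunicamycin at 10 µg/mL and 0% = DMSO alone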
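Evaluation: % reporter activation, DMSO baseline versus tunicamycin full activation; System: CHO-CHOP luciferase reporter cell line; Input: 500 cells/well; Incubation: 6 h compound treatment, 37 °C; Measured by: Steady-Glo luciferase luminescence; Dosing: one dose, 10 µM in 0.5% DMSO; Buffer or medium: F12 medium, 10% FBS; Benchmarks: positive tunicamycin 10 µg/mL, negative DMSO alone.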
GRIN3A LBD mod – modulators (binders) of human NR3A ligand-binding domain; NR3A LBD differential scanning fluorimetry, Tm shift; 0% = protein alone, 100% = glycine-bound protein; hit rate 2.5% among 340,000; Tm shift relative to glycine control, % at 25 µM; AID 1259313;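 active = melting temperature shift of at least 10% of the positive control shift, at one fixed dose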
NALP3 yeast inh – NALP3 inhibition in yeast | Yeast reconstituted NLRP3/ASC/caspase-1, beta-gal luminescence, 24 h | inhibition, % at 10 µM | hit rate 0.39% among 330,000 | AID 2825;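 active = inhibition of 50% or more; inactive = inhibition below 50%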;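 also: plate controls were induced DMSO wells for no effect and uninduced yeast grown without galactose for full effect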
UPR XBP1 act – activators of adaptive arm of unfolded protein response (XBP1). CHO-XBP1 luciferase reporter, IRE1-XBP1 UPR activation, luminescence; percent of tunicamycin response, DMSO as zero. activation, % at 20 µM. hit rate 0.33% among 330,000;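 active = versus positive control, 20 µM dose yields 30% or more activation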;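 also: 100% = tunicamycin at 10 µg/mL and 0% = DMSO only wells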
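Material: CHO-XBP1 cells stably carrying IRE1-XBP1-driven luciferase reporter | Medium: F12 with 10% serum | Compound dosing: 20 µM single concentration, DMSO 1% | Incubation: Overnight seeding at 37 °C, 6 h compound treatment at 37 °C | Detection: Steady-Glo luminescence read | Read-out basis: % activation of reporter signal versus tunicamycin and DMSO controls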
Active calls of the source: *; nt = not tested or not shown.

SMILES	Mdm2 MdmX PPI	tim23-1 inh	TIM10 inh	tim10-1 inh	APJ ag	CHOP UPR activ	GRIN3A LBD mod	NALP3 yeast inh	UPR XBP1 act
CCc1ccccc1NC(=O)c1ccc(CN2CCC(Cc3ccccc3)CC2)cc1	51*	-12	3	3	-4	2.0	1	41	-5
Cc1cc(C)c(S(=O)(=O)c2cc(F)ccc2C)c(=O)[nH]1	13	6	9	-7	-3	-0.9	2	6	-6
COc1ccc(C(=O)OCc2c(-c3cccc(OC)c3)ncc3ccccc23)cc1	22	6	-7	-1	-1	-1.1	-2	14	-2
CCN1C(=O)C2(C(C(=O)c3cc4ccccc4o3)=C(O)C(=O)N2CCCN(C)C)c2ccccc21 (centres undefined)	-4	7	11	0	2	-1.4	-1	-3	-1
O=C(c1ccc(S(=O)(=O)N2CCCC2)cc1)N(c1ccc(F)cc1)C1C=CS(=O)(=O)C1 (centres undefined)	23	-9	12	-15	2	-0.3	1	18	1
CC(=O)Nc1ccc(NC(=O)C(C)OC(=O)c2cccc(S(=O)(=O)N3CCCC3)c2)cc1 (centres undefined)	7	-15	12	4	10	-0.6	0	15	0
Cc1ccccc1NC(=O)C(c1ccccc1)C1CCCC1 (centres undefined)	-9	-17	14	19	-2	-0.8	2	-30	1
COc1cccc(NC(=O)CSc2nnc(Cc3cccn3C)n2-c2ccc(F)cc2)c1	-10	19	5	17	-3	1.6	0	9	-1
CCn1c2ccccc2c2nnc(SCC(=O)N(C)C3CCS(=O)(=O)C3)nc21 (centres undefined)	16	4	-26	1	-3	-1.5	-1	8	2
CSc1cccc(NC(=S)N(CCN(C)C)C(C)c2ccccn2)c1 (centres undefined)	22	3	9	15	-5	0.2	-2	2	-1
CCc1nn(CC(=O)NCCCN(CC)c2cccc(C)c2)c(=O)c2cc3occc3n12	-5	7	12	5	-2	1.4	nt	20	-2
COCCNC(=O)CSc1nnc(CCCN2C(=O)c3cccc4cccc(c34)C2=O)n1-c1ccccc1	-14	7	8	15	-3	1.9	-7	-3	-1
CCn1c(CSc2nnc(-c3cccnc3)n2-c2ccccc2C)nc2cc(C(=O)O)ccc21	8	0	-1	25	4	-0.2	nt	0	-2
O=C(NCc1ccccc1Cl)c1csc2c1CCCCC2	1	11	8	12	-1	1.0	1	4	3
CCN(C(=O)CN1C(=O)COc2ccc(S(=O)(=O)N3CCCCCC3)cc21)c1cccc(C)c1	26	24	22	26	3	2.3	-6	-3	-3
CCOC(=O)C1CCCN(C(=O)c2cccc([N+](=O)[O-])c2C)C1 (centres undefined)	-2	12	-1	0	0	0.5	-1	9	-2
CCCCc1ccc(NC(=O)CSC2=C(C#N)C(c3ccco3)C3=C(CCCC3=O)N2)cc1 (centres undefined)	25	10	12	11	6	0.6	3	19	1
COc1ccc(Cl)cc1C(=O)NCc1ccc2c(c1)OCO2	-13	21	-2	-4	-1	0.0	2	21	1
CCC(=O)Nc1ccc(OCC2CCCO2)cc1 (centres undefined)	-5	7	-12	9	-3	6.7	-2	28	-1
Cn1ncc([N+](=O)[O-])c1C(=O)N/N=C/c1c[nH]c2ccccc12	-9	12	3	-6	-3	2.3	2	5	2
CCOC(=O)c1oc2cc(O)ccc2c(=O)c1-c1ccccc1OC	18	15	19	17	-3	-1.6	0	7	5
O=C(COc1ccc(Cl)cc1Cl)NN1C(=O)/C(=C\c2ccc(Cl)cc2)SC1=S	2	5	14	7	-3	0.0	2	9	-7
CC1CCCCN1C(=O)COC(=O)c1cc([N+](=O)[O-])ccc1N (centres undefined)	-12	-3	14	12	-8	7.4	-1	12	-1
O=C(CSc1nnc(-c2ccccc2NC(=O)c2ccccc2)o1)OC1CCCCC1	-11	-7	-6	9	-3	-0.3	0	13	-1
CCc1ccc(N=C2NC(=O)/C(=C/c3ccc(OCC(=O)O)c(OC)c3)S2)cc1	-21	-2	10	1	-2	0.4	-4	5	-2

Further entries.
SMILES	Mdm2 MdmX PPI	tim23-1 inh	TIM10 inh	tim10-1 inh	APJ ag	CHOP UPR activ	GRIN3A LBD mod	NALP3 yeast inh	UPR XBP1 act
Cc1ccc(NC(=O)CCn2c(=O)[nH]c3ccsc3c2=O)cc1F	3	4	-9	8	-4	-0.7	2	-20	-2
NC(=O)COc1c(-c2ccccc2)oc2ccccc2c1=O	3	15	-2	25	-1	-0.6	-2	7	-3
CC[C@@]1(C(=O)OC)N[C@H](CN(C)S(=O)(=O)c2ccccc2)[C@@H]2C(=O)N(Cc3ccccc3)C(=O)[C@@H]21	10	23	9	15	-4	-0.8	2	-5	1
CC(C)(C)n1nnnc1C(c1ccccn1)N(Cc1ccccc1)Cc1ccc(Cl)cc1 (centres undefined)	60*	32	39	50*	-3	1.3	1	5	2
Cc1ccc(NC(=O)CCS(=O)(=O)c2cccc3nonc23)c(Cl)c1	0	1	7	-20	1	1.2	2	23	4
O=C(NCCc1c[nH]c2ccccc12)C(=O)NCC1CCCO1 (centres undefined)	8	6	5	-1	-5	2.0	-1	11	-5
CC(=O)Oc1ccc(/C=C(\NC(=O)c2cccc(Br)c2)C(=O)Nc2ccc(C(=O)O)cc2)cc1	-10	7	2	7	-2	0.1	0	5	-1
Cc1ccccc1Cn1ccc(NC(=O)c2cnn3c(C(F)(F)F)cc(-c4ccco4)nc23)n1	47	29	1	4	-1	2.0	-4	24	-1
CC1CCCC(NC(=O)CCNC(=O)c2ccc([N+](=O)[O-])cc2)C1C (centres undefined)	-6	23	10	13	-2	-0.5	0	8	-3
CN(CC(=O)N1CCCCCC1)S(=O)(=O)c1ccccc1	-29	12	11	1	0	4.0	-1	-25	0
CC(OC(=O)Cc1c[nH]c2ccccc12)C(=O)Nc1ccccc1[N+](=O)[O-] (centres undefined)	-5	27	-3	11	4	-1.0	nt	30	-3
Cc1nc(OCC(C)C)c2sc3nc4c(cc3c2n1)COC(C)(C)C4	-82	-7	-21	-15	3	3.1	0	41	4
O=C1NC(=Nc2ccccc2)S/C1=C\C=C\c1ccco1	-3	9	36	-9	-3	5.6	11*	17	0
Cc1cc(C(=O)NC2CCCc3c2cnn3-c2ccc(C(C)(C)C)cc2)n[nH]1 (centres undefined)	20	30	11	32	2	1.7	0	-6	-3
CC(C)(C)NC(=O)NC(=O)CSc1nnc(-c2ccccc2F)n1N	12	10	7	5	-2	-0.8	-2	-2	-6
Cc1ccnc(NC(=O)Cn2ccc([N+](=O)[O-])n2)c1	4	22	15	15	1	3.1	-5	9	3
O=C(NCCc1nnc2ccc(N3CCCCCC3)nn12)c1ccccc1	12	6	-7	-5	0	1.5	-3	6	-3
N#Cc1nc(Cc2ccccc2)oc1NCCc1ccccc1	-38	21	4	4	-4	3.0	-7	54*	-8
CS(=O)(=O)N(Cc1ccccc1)c1ccccc1C(=O)Nc1ccccc1C(=O)NCc1ccco1	5	30	12	23	-5	1.6	-3	8	-3
CCOc1ccc(-c2c(C(=O)N/N=C/c3ccc(C)s3)nnn2-c2nonc2N)cc1	-2	-10	-3	-2	-5	1.6	-2	7	-4
COc1ccc(Cl)cc1NC(=O)CN(C)C(=O)c1n[nH]c2ccccc12	10	13	11	16	-2	-0.4	-1	6	-1
O=C(CCCOc1ccccc1)Nc1ccc(S(=O)(=O)N2CCOCC2)cc1	27	11	14	14	-4	-4.4	0	10	-4
O=C1CSC(c2ccccn2)N1c1ccccc1 (centres undefined)	-10	-1	-10	-4	-4	-0.5	0	4	0
COc1ccccc1C(=O)N/N=C(\C)c1ccc(NC(=O)Cc2ccccc2)cc1	14	-10	-1	-4	0	-0.6	-13	17	-4
COCCCN(C(=O)Cc1coc2cc(C)c(C)cc12)c1c(N)n(Cc2ccccc2)c(=O)[nH]c1=O	16	-8	5	-8	0	-0.7	-2	22	-2
CN(C)S(=O)(=O)c1cccc(COC(=O)Cc2c(F)cccc2Cl)c1	-2	23	-1	28	1	-0.4	5	14	-5
CN1/C(=C\C=C2/SC(=S)NC2=O)C(C)(C)c2ccccc21	22	5	13	19	-5	-1.8	-8	29	2
O=C(Nc1nc2ccc(F)cc2s1)C1=NN(c2ccccc2)C(=O)CC1	-7	14	8	30	0	3.0	-3	2	0
CCOC(=O)C1(Cc2cccc(OC)c2)CCCN(C(=O)c2ccc(OC)o2)C1 (centres undefined)	-19	21	-12	12	0	4.7	-2	9	-2

Retrieved by structure from above, 3 records:
SMILES	Mdm2 MdmX PPI	tim23-1 inh	TIM10 inh	tim10-1 inh	APJ ag	CHOP UPR activ	GRIN3A LBD mod	NALP3 yeast inh	UPR XBP1 act
Cc1ccccc1Cn1ccc(NC(=O)c2cnn3c(C(F)(F)F)cc(-c4ccco4)nc23)n1	47	29	1	4	-1	2.0	-4	24	-1
CC(=O)Oc1ccc(/C=C(\NC(=O)c2cccc(Br)c2)C(=O)Nc2ccc(C(=O)O)cc2)cc1	-10	7	2	7	-2	0.1	0	5	-1
CCOc1ccc(-c2c(C(=O)N/N=C/c3ccc(C)s3)nnn2-c2nonc2N)cc1	-2	-10	-3	-2	-5	1.6	-2	7	-4

Results in tim10-1 inh, tim23-1 inh and TIM10 inh, for 3 of the compounds above:
canonical_smiles	tim10-1 inh	tim23-1 inh	TIM10 inh
O=C(NCCc1nnc2ccc(N3CCCCCC3)nn12)c1ccccc1	-5	6	-7
N#Cc1nc(Cc2ccccc2)oc1NCCc1ccccc1	4	21	4
CS(=O)(=O)N(Cc1ccccc1)c1ccccc1C(=O)Nc1ccccc1C(=O)NCc1ccco1	23	30	12
